TDP1 inh = qHTS Assay for Inhibitors of Tyrosyl-DNA Phosphodiesterase (TDP1); Potency, µM (highest dose often 130 µM), inactives show top-dose activity change, negative = inhibition, most hits filed as inhibitors; recombinant TDP1, AlphaScreen DNA substrate cleavage; AID 485290, 2010; 0.28% of 350,000 active; further: nearly all actives have a fitted effect of over 40% in size
Target sequence (Q9NUW8 whole entry, looked up): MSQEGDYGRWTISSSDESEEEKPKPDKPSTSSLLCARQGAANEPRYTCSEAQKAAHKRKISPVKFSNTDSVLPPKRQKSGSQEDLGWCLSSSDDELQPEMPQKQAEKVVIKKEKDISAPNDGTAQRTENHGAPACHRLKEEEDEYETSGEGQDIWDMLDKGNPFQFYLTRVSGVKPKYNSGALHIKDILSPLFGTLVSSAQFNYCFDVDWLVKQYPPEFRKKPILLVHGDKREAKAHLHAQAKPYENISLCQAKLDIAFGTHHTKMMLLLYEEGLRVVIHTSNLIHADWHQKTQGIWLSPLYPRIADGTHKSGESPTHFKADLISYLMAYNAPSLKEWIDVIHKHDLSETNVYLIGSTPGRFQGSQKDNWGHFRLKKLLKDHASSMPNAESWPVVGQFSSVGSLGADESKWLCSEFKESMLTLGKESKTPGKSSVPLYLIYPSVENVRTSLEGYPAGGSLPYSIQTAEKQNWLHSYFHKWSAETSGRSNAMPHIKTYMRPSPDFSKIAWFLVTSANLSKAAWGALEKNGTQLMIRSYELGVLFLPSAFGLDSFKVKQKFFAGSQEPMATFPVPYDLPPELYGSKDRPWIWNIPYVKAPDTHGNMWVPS
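Here, a 5' biotin and 3' phosphotyrosine-FITC DNA oligonucleotide reports Tdp1 activity: intact substrate bridges AlphaScreen beads, while cleavage leaves a 3' phosphate and drops signal. All incubations at room temperature.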
TDP1 cell CPT = qHTS for Inhibitors of human tyrosyl-DNA phosphodiesterase 1 (TDP1): qHTS in cells in presence of CPT | AID 686979, 2013 | 12% of 420,000 active | chicken DT40 Tdp1-/-;hTDP1 cells + 20 nM CPT, ATP luminescence, 48 h | Potency, µM (highest dose often 46.2 µM), for the others: top-dose activity change, negative = growth inhibition, hits mostly inhibitors; further: nearly all actives have a fitted effect of over 55% in size
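Cell growth measured by CellTiter-Glo luminescence after a minimum 48 h, 37 C compound exposure with 20 nM CPT in Tdp1-knockout DT40 cells stably expressing hTDP1, seeded 400/well; qHTS titration format.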
TDP1 cell noCPT = qHTS for Inhibitors of human tyrosyl-DNA phosphodiesterase 1 (TDP1): qHTS in cells in absence of CPT. DT40 Tdp1-/- hTDP1 cells, no CPT, ATP luminescence, 48 h. Potency, µM (titrated, usually from 46.2 µM), for inactives: top-dose activity change, negative = growth inhibition, hits mostly inhibitors. 15% of 420,000 active; further: nearly all actives have a fitted effect of over 55% in size
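Seeded 400 DT40-hTDP1 cells/well (vehicle DMSO, no 20 nM CPT); pinned compounds; ≥48 hr at 37 °C; CellTiter-Glo luminescence as viability measure.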
An asterisk follows results filed as active; ? = inconclusive; nt = not tested or not shown; & = joins results of further samples; [ ] = remark or other dose. The call rests on the fitted dose curve; in most records, active means well fitted curve in the direction sought with a large enough effect; inconclusive means small, poorly fitted or top-dose-only effect, or another doubt; inactive means no such curve, though single readings can be large; an effect the other way counts as inactive or inconclusive. On the % scale 0 is the no-effect control and ±100 the full control effect; potency means the concentration at half of the fitted maximal effect.

SMILES	TDP1 inh	TDP1 cell CPT	TDP1 cell noCPT
Cc1cc2ccccc2n1CCNC(=O)C1CCCC1	-2%	-3%	?
O=C(NCCS(=O)(=O)N1CCN(c2ccccc2)CC1)C1CCCCC1	nt	-15%	-21%
CCOC(=O)C1=C(C)OC(N)=C(C#N)C1c1ccc(C)o1 (stereo not drawn)	5%	-24%	-15%
COc1ccc(-c2cc3ccc(O)c(CN4CCOCC4)c3oc2=O)cc1OC	5%	?	?
O=C(c1cccc(F)c1)N1CCC(N2CCCCCC2)CC1	nt	2%	1%
COc1ccc(OCC(=O)Nc2ccc(NC(=O)c3ccco3)cc2)cc1	3%	7%	?
CCOc1ccccc1N1CN(CC)CNC1=S	-1%	3%	-2%
CCOc1ccc(CNC(=O)C2CCN(C3=NS(=O)(=O)C(c4ccc(C)cc4)=C3CC)CC2)cc1	4%	18µM*	?
COc1ccc(CN(C(=O)Cc2c[nH]c3ccccc23)C(C(=O)NC2CCCCC2)c2ccc(C)o2)cc1 (stereo not drawn)	5%	?	18µM*
CCCC/C(O)=C1\C(=O)CC(C)(C)CC1=NCCCCCC(=O)O	-3%	12%	-9%
CSc1ccccc1NC(=O)c1cc(-c2cccnc2)nc2ccc(Br)cc12	-11%	?	21µM*
CC1CCN(C(=O)CCc2nnc3ccc(NCc4ccco4)nn23)CC1	1%	-30%	-6%
Cc1ccc(/C=N/NC(=O)CSc2nc3ccccc3n2Cc2ccc(Cl)cc2)o1	5%	?	?
O=C(COc1cc(F)ccc1[N+](=O)[O-])Nc1cc(S(=O)(=O)N2CCCC2)ccc1Cl	-5%	?	?
Cc1cc(C(=O)NCC(=O)OCC(=O)NCC2CCCO2)ccc1[N+](=O)[O-] (stereo not drawn)	-3%[56.1 µM]	3%	11%
N=c1n(N)c2ccccc2n1CC(=O)c1ccc(Br)cc1	nt	23µM*	21µM*
Cc1cc2cc(CNC(=O)Nc3ccccc3)ccc2[nH]1	6%	5%	-16%
CC(=O)Nc1ccc(N2C(=O)CCC2=O)cc1C	5%	-6%	-6%
Cc1ccc(C)c(OCC(=O)N(Cc2nnc(-c3ccccc3Cl)o2)C2CC2)c1	nt	?	?
Cc1c(C(C)(C)O)[nH]c2ccc(C#N)cc12	nt	?	?
Cc1ccc(Cl)cc1-n1ncc2c(NCCC3=CCCCC3)ncnc21	3%	16µM*	?
NC(=O)CSc1nc2ccccc2n1Cc1ccccc1F	2%	-25%	?
COc1ccc(CNC(=O)COc2ccc(C(=O)c3ccc(F)cc3)cc2)cc1	-8%	2.6µM*	4.6µM*
CC(=O)c1cccc(-c2cnc3c(NC=O)cc(-c4ccccc4F)cn23)c1	nt	?	?
CSc1cccc(NC(=O)CNS(=O)(=O)c2ccccc2)c1	3%	-13%	16%
Cc1cccc(C)c1OC(=O)CN1C(=O)c2ccccc2C1=O	nt	-5%	-2%
CS(=O)(=O)Nc1ccccc1C(=O)OCC(=O)NC1CC1	0%	-21%	18%
CC1CCCN(CC(O)COc2ccc(S(=O)(=O)N3CCCC3)cc2[N+](=O)[O-])C1 (stereo not drawn)	1%	-21%	-11%
COc1ccc(C2CC(c3c(O)n(C4CCCCC4)c(=O)[nH]c3=O)=Nc3ccccc3S2)cc1 (stereo not drawn)	-6%	6%	7%
COc1ccc(S(=O)(=O)N2C(=O)/C(=C3\SC(N)=NC3=O)c3ccccc32)cc1	3%	-1%	-13%
O=C(N/N=C/c1ccccc1[N+](=O)[O-])c1ccc2c(c1)OCCO2	0%	-23%	-18%
Cc1ccc(-c2nc3scc(CCNC(=O)c4cccc(Br)c4)n3n2)cc1	1%	?	?
c1ccc(Nc2c(-c3c[nH]c4ccccc34)nc3ccccn23)cc1	9%	15µM*	12µM*
COc1ccc(Oc2ncc3nc(C)c(=O)n(-c4ccc(OC)cc4)c3n2)cc1	nt	0%	?
CC(=O)C1=C(O)C(=O)N(C)C1c1ccccc1[N+](=O)[O-] (stereo not drawn)	-11%	-4%	-26%
C/C(=N\NC(=O)c1ccc(Cl)cc1)c1ccccn1	1%	0.58µM*	0.52µM*
O=C(NCC1CCCO1)c1onc(CSc2cccc3ccccc23)c1C(=O)O (stereo not drawn)	2%	-10%	-6%
O=C(C[n+]1ccc(C(=O)c2ccccc2)cc1)Nc1ccc(C(F)(F)F)cc1	5%	23µM*	16µM*
Cc1ccc(S(=O)(=O)c2ccc(Cl)cc2)cc1S(=O)(=O)N1CCOCC1	4%	?	?
CC(=O)c1sc(NC(=O)c2ccc(F)c(F)c2)nc1C	2%	-5%	-13%

Of the compounds above, 3 contain bromine:
SMILES	TDP1 inh	TDP1 cell CPT	TDP1 cell noCPT
CSc1ccccc1NC(=O)c1cc(-c2cccnc2)nc2ccc(Br)cc12	-11%	?	21µM*
N=c1n(N)c2ccccc2n1CC(=O)c1ccc(Br)cc1	nt	23µM*	21µM*
Cc1ccc(-c2nc3scc(CCNC(=O)c4cccc(Br)c4)n3n2)cc1	1%	?	?

Full records, quoted from the list. Screens in order: TDP1 inh	TDP1 cell CPT	TDP1 cell noCPT
Listed for `CC(=O)C1=C(O)C(=O)N(C)C1c1ccccc1[N+](=O)[O-]` (stereo not drawn) = -11%	-4%	-26%
Listed for `N=c1n(N)c2ccccc2n1CC(=O)c1ccc(Br)cc1` = nt	23µM*	21µM*
Listed for `Cc1cccc(C)c1OC(=O)CN1C(=O)c2ccccc2C1=O` = nt	-5%	-2%
Listed for `C/C(=N\NC(=O)c1ccc(Cl)cc1)c1ccccn1` = 1%	0.58µM*	0.52µM*
Listed for `COc1ccc(CNC(=O)COc2ccc(C(=O)c3ccc(F)cc3)cc2)cc1` = -8%	2.6µM*	4.6µM*

Further results.
SMILES	TDP1 inh	TDP1 cell CPT	TDP1 cell noCPT
O=C(C[N+]1(CC#Cc2ccccc2)CCOCC1)c1ccccc1	8%	?	16µM*
CN(C)c1ccc(N/C(=N\S(=O)(=O)c2cccs2)c2ccccc2)cc1	0%	?	6.5µM*
CCOc1cc(/C=N/Nc2ncnc(Cl)c2N)ccc1O	8%	-25%	?
CSCCC1NC(=O)C(C(C)=Nc2ccccc2)=C1O (stereo not drawn)	nt	-20%	?
COc1ccc(CN2CCC(CNC(=O)NC3CCCCC3)CC2)cc1	2%	-11%	-22%
O=C(C1=C[C@@H](c2csc3ccccc23)C[C@@H](OCc2ccc(CO)cc2)O1)N1CCN(Cc2ccc3c(c2)OCO3)CC1	1%	?	?
Cc1cccc(N(CC(=O)NCCSCc2ccccc2)S(C)(=O)=O)c1	0%	-3%	?
CC1(C)CC(=O)C=C(N2CCOCC2)C1	-6%	14%	20%
Cc1cc2cc3c(cc2nc1SCC(=O)O)CCC3	-6%	-1%	-6%
CC(=O)Nc1ccc(NC(=O)c2ccnn2C)cc1	nt	-12%	-36%
COc1ccccc1NC(=O)Cn1cc(S(=O)(=O)Cc2ccccc2)c2ccccc21	11%	?	?
Nc1cc([N+](=O)[O-])ccc1OCc1ccccc1	nt	18µM*	?
Cc1ccc(C2=Nc3ccccc3SC(c3cccc([N+](=O)[O-])c3)C2)cc1 (stereo not drawn)	10%	?	16µM*
O=C(Nc1ccccc1)c1ccncc1	0%	-23%	-1%
O=C(Nc1ccc2c(c1)OCO2)c1cccc2c1C(=O)N(Cc1cccnc1)C2	nt	?	?
O=C(NCC1CCCCC1)c1cccnc1	nt	19%	14%
CC1CCCC(C)N1S(=O)(=O)c1ccc(NC(=O)CNCC2CCCO2)cc1 (stereo not drawn)	-2%	0%	-2%
CC(=O)SCCC(=O)N1C(C)CCCC1C(=O)O (stereo not drawn)	-2%	9%	3%
Cc1c(F)cccc1NC(=O)c1ccc2c(c1)CCN2S(C)(=O)=O	nt	-3%	-21%
CN(C(=O)COC(=O)c1cccc(F)c1)c1ccccc1	5%	5%	-3%
CCCNC(=O)Cn1nc(C(F)(F)F)c2c1CCCC2	2%	-2%	-17%
CCc1ccc(NC(=O)CCC(=O)N2CCSc3ccccc32)cc1	nt	21µM*	?
Cc1ccc(Cl)cc1N1CCN(CC(=O)NC2CCCc3ccccc32)CC1 (stereo not drawn)	0%	?	16µM*
O=C(NCc1ccccc1)c1cc(S(=O)(=O)N2CCOCC2)ccc1F	5%	-23%	?
COCCSc1nnc(NC(=O)c2ccc(NC(C)=O)cc2)s1	nt	-5%	-10%
Cc1nc2c(sc3nc(N4CCOCC4)c4c(c32)CC(C)(C)OC4)c(-c2ccccc2)c1C(=O)O	2%	26µM*	?
COc1ccc(NC(=O)COC(=O)CCC2CCCC2)c(OC)c1	-6%	-2%	25%
Cc1cc(OCc2cc(C(=O)N(C)C(C)c3ccccn3)no2)cc(C)c1Cl (stereo not drawn)	-6%	18µM*	?
CNc1snc(C)c1C(=O)OC(C)C(=O)Nc1ccccc1 (stereo not drawn)	1%	?	?
COc1ccc(C(=O)N2CCC3(CCCN(c4cccc(-c5ccccc5)c4)C3)CC2)cc1	nt	?	21µM*
CCC(C)NC(=O)Cc1ccc(NC(=O)N2CCCCc3ccccc32)cc1 (stereo not drawn)	-3%	?	?
O=C(NCc1cccnc1)Nc1ccccc1	-1%	-4%	-10%
OC[C@@H](O)COc1cccc2ccccc12	8%	5%	-14%
O=C1c2cccc3cccc(c23)C(=O)N1c1ccncc1	0%	?	?
COc1ccc(NC(=O)CCNS(=O)(=O)c2cccc3nsnc23)c(OC)c1	11%	10%	-11%
Cc1cccc(C=NOCCc2ccccc2)n1	nt	3%	-4%
O=C(NCc1nnnn1-c1ccc(Cl)cc1)c1ccc2c(c1)OCO2	nt	-14%	-16%
Cc1cccn2c(=O)c(C=O)c(Nc3ccccc3)nc12	9%	-27%	?
CCc1ccc2nc(N(Cc3cccnc3)C(C)=O)sc2c1	0%	?	?
COc1cc(CNn2cn[nH]c2=S)ccc1OCC(=O)NC(C)(C)C	nt	-6%	-8%
COCC(=O)N1CCC2(CC1)CN(c1ccc(-c3ccccc3)cc1)C2	nt	8.2µM*	5.8µM*
Cc1ccc(C(=O)N2c3ccccc3OCC2C)cc1 (stereo not drawn)	nt	-9%	-13%
Cc1ccc(C(=O)Nc2ncccc2O)o1	nt	-6%	?
COc1ccc(S(=O)(=O)N2CCN(C(=O)c3cc4c(s3)CCC4)CC2)cc1	nt	?	?
Cc1cc(C)c(S(=O)(=O)NCC(c2ccco2)N2CCN(c3ccccc3)CC2)c(C)c1 (stereo not drawn)	3%	23µM*	26µM*
Cc1ccc2nc(-c3ccc(Cl)cc3)c(Cc3ccccc3C(F)(F)F)n2c1	nt	26µM*	?
O=C(OCn1nnc2ccccc2c1=O)c1ccc2ncsc2c1	0%	-10%	-10%
N#CC(C(=O)c1ccc(S(=O)(=O)N2CCCCCC2)cc1)c1nc2ccccc2[nH]1 (stereo not drawn)	-1%	?	?
CCn1c(SCC(=O)NCCc2ccccc2)nc2sc3c(c2c1=O)CCN(C)C3	3%	?	?
CS(=O)(=O)N(CCc1ccccc1)CC(=O)NCc1ccccn1	7%	6%	1%
CC(=O)c1ccc(N2C(=NC(=O)CCC3CCCC3)SC3CS(=O)(=O)CC32)cc1 (stereo not drawn)	1%	-25%	?
Cc1cccc(C)c1N1CCN(c2cc(Cl)nc(N)n2)CC1	nt	-6%	?
CCOc1ccccc1-n1c(SCC(=O)NC2CCCC2)nnc1-c1ccoc1C	0%	?	14µM*
Cc1cc(N)c(C)c([N+](=O)[O-])c1C	-4%	-10%	-23%
COc1ccc(-c2csc(NC(=O)c3cc(C)oc3C)n2)cc1OC	10%	?	18µM*
CCCn1c(SCC(=O)NC2CC2)nnc1-c1ccccn1	nt	-18%	-4%
CCOc1ccc(N2C(=O)/C(=C/c3ccccc3OCC(=O)OC)N(CC(=O)OC)C2=S)cc1	2%	-24%	?
Cc1cc(C)n(-c2nc3ccccc3c(=O)n2OCC(C)C)n1	nt	-15%	-10%
Cc1ccc(-c2cc(C(=O)O)n[nH]2)s1	5%	20%	-16%
CC1Sc2ccc(S(=O)(=O)N(C)Cc3ccccc3)cc2NC1=O (stereo not drawn)	0%	-19%	-8%
CN1C(C(=O)Nc2ccc(F)cc2F)=CC(c2cccs2)=NS1(=O)=O	3%	-28%&-20%	?

Sorted by formula weight (low to high): part of the list above
SMILES	TDP1 inh	TDP1 cell CPT	TDP1 cell noCPT
CCCn1c(SCC(=O)NC2CC2)nnc1-c1ccccn1	nt	-18%	-4%
COc1ccc(-c2csc(NC(=O)c3cc(C)oc3C)n2)cc1OC	10%	?	18µM*
CC1Sc2ccc(S(=O)(=O)N(C)Cc3ccccc3)cc2NC1=O (stereo not drawn)	0%	-19%	-8%
CN1C(C(=O)Nc2ccc(F)cc2F)=CC(c2cccs2)=NS1(=O)=O	3%	-28%&-20%	?
